FEN1 inh = inhibitors of human flap endonuclease 1 | AID 588795 | Potency, µM (doses to about 114 µM), without a hit: top-dose activity change, negative = inhibition, usual class: inhibitors | hit rate 0.35% among 390,000 | P39748 | Recombinant FEN1 flap cleavage, fluorescence, 15 min; also: nearly all actives have a fitted effect of over 65% in size
Target sequence (P39748 whole entry, looked up): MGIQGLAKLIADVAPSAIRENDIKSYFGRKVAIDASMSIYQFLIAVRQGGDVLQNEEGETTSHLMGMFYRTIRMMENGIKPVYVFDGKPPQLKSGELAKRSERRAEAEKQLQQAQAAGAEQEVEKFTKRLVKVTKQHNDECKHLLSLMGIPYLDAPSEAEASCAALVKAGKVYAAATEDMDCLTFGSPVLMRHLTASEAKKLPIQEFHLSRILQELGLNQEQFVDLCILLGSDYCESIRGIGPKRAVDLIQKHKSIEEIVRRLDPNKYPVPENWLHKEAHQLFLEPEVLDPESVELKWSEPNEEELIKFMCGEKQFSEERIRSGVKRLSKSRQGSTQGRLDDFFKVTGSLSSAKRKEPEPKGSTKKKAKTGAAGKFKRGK
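Concentration–response screening of FEN1 (10 nM): 15 min compound preincubation at room temperature, reaction started with 50 nM substrate and read at 0 and 15 min. Corrected, normalized data were fitted by a four-parameter Hill equation.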
N370S GC = inhibits or activates N370S mutant glucocerebrosidase | Potency, µM (top dose mostly 59.4 µM), inactives show at the top dose activity change, negative = inhibition, actives largely listed as inhibitors | N370S GC spleen homogenate, 4MU-glucoside fluorescence | hit rate 0.092% among 330,000 | P04062;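 also: 0% = full enzyme activity and -100% = no enzyme basal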
KAT2A inh = inhibitors of human GCN5L2 histone acetyltransferase; Potency, µM (titrated, usually from 58.9 µM), for inactives: at the top dose activity change, negative = inhibition, actives largely listed as inhibitors; Q92830; GCN5L2 HAT assay, ThioGlo1 CoA-SH fluorescence; hit rate 0.21% among 390,000; AID 504327
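Compounds, pin-transferred from DMSO stocks, meet 20nM GCN5L2 for 15 min before the reaction begins with H3(1-25) peptide (75uM) and acetyl-CoA (70uM). Thiol-reactive ThioGlo1 reports CoA release over 20 min at room temperature.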
Starred values were filed as active, the others as inactive; ? = inconclusive; . = no result given; & = joins results of further samples; [ ] = dose if it differs, or a comment. Calls follow the shape of the dose curve; as a rule, active = well fitted curve in the direction sought with a large enough effect; inconclusive = small, poorly fitted or top-dose-only effect, or another doubt; inactive = no such curve, though single readings can be large; an effect the other way counts as inactive or inconclusive. Unless noted, % is scaled to controls: 0 for no effect and ±100 for the full control effect; potency is read from the fitted curve at half-maximal effect. The list is partial; count on the stated rates, not on these rows.

Value order: KAT2A inh | N370S GC | FEN1 inh
N=C1C(c2nc3ccccc3[nH]2)=C(O)CN1c1ccc(CC(=O)O)cc1
    -16% | . | -13%
COc1cccc(C(c2sc3nc(-c4ccco4)nn3c2O)N2CCN(C)CC2)c1 (stereo not given)
    -13% | . | -3%
COc1cc(-c2nnc(SCC3(c4ccccc4)OCCO3)o2)cc(OC)c1OC
    -5% | -32% | -19%
COc1cc(NC(=O)c2ccc(Cl)cc2)c(Cl)cc1NC(=O)c1cccnc1
    -2% | -5% | -8%
CSc1cccc(N2CC(C(=O)N(CC(C)C)c3c(N)n(Cc4ccccc4)c(=O)[nH]c3=O)CC2=O)c1 (stereo not given)
    -10% | -2% | -1%
Cc1ccc(CNC(=O)CCCn2c(=O)c3ccccc3n(CC(=O)NC3CCCC3)c2=O)cc1
    2% | 3% | -2%
CC(C)N(Cc1nc(-c2ccc(Cl)cc2)no1)C(=O)CCCN1C(=O)c2ccccc2C1=O
    -8% | 6% | -29%
O=C(COc1ccccc1Cl)NCCCNC(=O)c1ccco1
    -21% | -7% | 0%
CCOC(=O)CC(=O)CSc1nc2c(C)c(C)ccc2cc1C
    2% | ? | -5%
Cc1csc2c(SCC(=O)NNC(=O)C(Cl)Cl)ncnc12
    -3% | 2% | 1%
Cc1oc(C(=O)O)cc1COc1ccc2c3c(c(=O)oc2c1C)CCCC3
    -3% | -13% | .
CC(=O)N[C@@H](CC(C)C)C(=O)N[C@@H](CC(C)C)C(=O)N[C@H](C=O)CCCN=C(N)N
    -2% | -1% | .
CCN(CC)C(=O)[C@H]1C[C@H](CC(=O)NC/C=C(\C)CCC=C(C)C)C(=O)N2CCc3c([nH]c4cc(-c5ccco5)ccc34)[C@]12C
    -14% | . | ?
CN(C)/C=C1\N=C(c2ccc(Cl)cc2Cl)OC1=O
    -5% | -11% | 7%
CC(CCc1ccccc1)NC(=O)CCCn1ncn2c(cc3occc32)c1=O (stereo not given)
    -3% | -2% | -10%
CC(C)C[C@H](NC(=O)Nc1ccc(S(N)(=O)=O)cc1)C(=O)O
    -3% | -3% | 0%
CCc1cc2c(COC(=O)CCNS(=O)(=O)c3cccc(C(F)(F)F)c3)cc(=O)oc2cc1O
    -11% | . | -15%
Cc1nc2ccccn2c1C(=O)NCc1cccnc1
    8% | 4% | 9%
COc1ccc(N2CCN(C(=O)c3cn(Cc4ccccc4)nc3-c3cccnc3)CC2)cc1
    4% | . | -7%
CCc1ccccc1NC(=O)CN1C(=O)COc2ccc(S(=O)(=O)Nc3ccccc3)cc21
    -3% | . | -5%
O=C1CSC(c2cn(-c3ccccc3)nc2-c2ccc3c(c2)OCCO3)N1CCN1CCOCC1 (stereo not given)
    -5% | 11% | -12%
COc1ccc(NC(=O)Nc2cnccn2)cc1
    -1% | 6% | -7%
COC(=O)c1c(C(=O)OC)c(-c2ccc(F)cc2)n2c1CS(=O)(=O)C2
    2% | -1% | -3%
CC(C)C(OC(=O)c1nsc(Cl)c1Cl)C(=O)NC1CCCCC1 (stereo not given)
    -8% | -17% | -4%
CCOC(=O)c1[nH]c2ccc(OC)cc2c1NC(=S)N1CCN(c2ccc(F)cc2)CC1
    0% | 2% | 5%
Cc1cccc(C)c1-n1ncc(C(=O)NCCN2CCOCC2)c1C1CCN(C(=O)OC(C)(C)C)CC1
    13% | . | -3%
Cc1ccc(-c2nnn(CC(=O)NCC3CC3)n2)o1
    1% | -2% | -3%
CCNS(=O)(=O)c1ccc(OC)c(C(=O)NC2CCCCC2)c1
    9% | -10% | 1%
N#CCCSc1ncnc2c1oc1ccccc12
    -5% | 8% | 9%
COc1cccc(CN2CCN(C3CSCCSC3)CC2CCO)c1 (stereo not given)
    -11% | 12% | 13%
Cc1ccccc1-c1nc(-c2ccc(NC(=O)c3ccc(Br)o3)cc2)no1
    -10% | 19% | -8%
Cc1nnc(OCc2nc3ccccc3n2C)c2ccccc12
    -14% | 8% | 1%
COc1ccc(C(=O)NNC2=CC(=O)CC(C)(C)C2)cc1OC
    -7% | 17% | 2%
CN(C)S(=O)(=O)c1ccc(C(=O)NCC2(N3CCCCC3)CCCCC2)cc1
    -1% | -3% | -1%
CCCC/C(O)=C1\C(=O)CC(C)(C)CC1=Nc1ccc(N)cc1
    -4% | 9% | -2%
CN(Cc1nc(-c2ccccc2)no1)C1CCOCC1
    3% | 2% | -4%
CC(C)c1ccc(NC(=O)Cn2c(=O)n(Cc3nc(-c4ccccc4)no3)c(=O)c3cc4c(cc32)OCO4)cc1
    -3% | . | 6%
O=C(NCCCCCCNC(=O)ON=C1CCCCC1)ON=C1CCCCC1
    -6%&15%&14% | -3%&-2%&-9% | .
Cc1cccc(Cc2cnc(NC(=O)C3=NCCN3)s2)c1
    -1% | 4% | -1%
CC(=O)Nc1ccc(NS(=O)(=O)c2cccc3ccccc23)cc1
    -1% | 4% | 0%
O=C(O)C1CCC1C(=O)Nc1nc(-c2ccc(Cl)s2)cs1 (stereo not given)
    -4% | 2% | 1%
CCOc1ncccc1C(=O)Nc1ccc(S(=O)(=O)Nc2nc(C)cc(C)n2)cc1
    1% | . | 4%
C/C(N)=C(/C#N)C(=O)CSc1cc(C)c2cc(C)cc(C)c2n1
    -7% | 4% | 12%
Cc1noc(NC(=O)c2ccc(Cl)cc2)c1Cl
    -3% | 2% | 14%
CC(C)CNC(=O)CN1C(=O)NC(Cc2c[nH]c3ccccc23)C1=O (stereo not given)
    1% | -1% | 2%
COCCSc1nnc(NC(=O)C2CCCO2)s1 (stereo not given)
    -5% | 2% | 2%
CCOC(=O)c1sc2ncn(CC(=O)Nc3cc(Cl)ccc3C)c(=O)c2c1C
    -6% | . | -2%
Nc1cc(S(=O)(=O)N2CCOCC2)ccc1Oc1ccc(F)cc1
    -9% | -6% | 8%
Cc1c(C#N)c2ccccc2n1CC(=O)NCc1cccnc1
    -1% | -7% | 13%
COc1ccc(S(=O)(=O)N(C)CC(=O)Nc2ccccc2OC)cc1
    1% | -16% | 0%
COc1cccc(CC2CC(=O)N(c3ccc4c(C)cc(=O)oc4c3)C2=O)c1 (stereo not given)
    -2% | 3% | -4%
O=C(Nc1ccc(Cl)cc1)Nc1nnc(Cc2ccc([N+](=O)[O-])cc2)s1
    -4% | -1% | 20%
COc1ccc(S(=O)(=O)NC(CC(=O)NCc2ccccc2OC)c2ccco2)cc1 (stereo not given)
    -4% | 4% | 14%
Cc1oc(-c2cccs2)nc1CN1CCN(C2CCCC2)C(CCO)C1 (stereo not given)
    -4% | 0% | -9%
COc1ccc(C2=CCC3CCCCN3C2)cc1OC (stereo not given)
    4% | . | -3%
CCOC(=O)N1CCC(N2Cc3cccc(C(=O)Nc4ccc(N(CC)CC)cc4C)c3C2=O)CC1
    -2% | -3% | -1%
COc1cccc(-c2ccc(C#N)c(OC(=O)c3ccc(Cl)cc3)n2)c1
    -2% | 23% | -1%
CCOC(=O)c1c(NC(=O)CN2C(=O)c3ccccc3C2=O)sc(Cc2ccc3c(c2)OCO3)c1C
    -2% | 13% | -3%
O=C(COC(=O)CNC(=O)c1ccco1)Nc1ccc(F)cc1
    -5% | -2% | 0%
CC1Cc2ccccc2N1C(=O)CSc1nnc2sc3ccccc3n12 (stereo not given)
    -6%[0.501 µM] | 3% | 0%

More results.
Value order: KAT2A inh | N370S GC | FEN1 inh
COCCNC(=O)c1ccc(NC(=O)C2(c3ccccc3)CCCC2)cc1
    -1% | -2% | 1%
CC1=CC(c2ccccc2)NC(=S)N1 (stereo not given)
    -10% | 4% | 11%
COc1ncc2ncc(=O)n(C[C@H]3CCCO3)c2n1
    -10% | -3% | .
CCc1ccc(OCC(O)CN2CCCC2)cc1 (stereo not given)
    -4% | -4% | 8%
CC1=Nn2c(nnc2-c2cccs2)SC1
    -4% | 14% | -1%
COc1ccc(-c2cn(-c3ccc(C)cc3)c(=O)n2CC(=O)Nc2ccc(OC)cc2OC)cc1
    -4% | -3%[12.8 µM] | 7%
COc1ccc(-c2[nH]ncc2CN(C)Cc2c(C)n[nH]c2C)c(OC)c1
    -7% | -2% | 6%
CCOc1ccc(NC(=O)CSc2nc(-c3cccs3)cc(C(F)(F)F)c2C#N)cc1
    -7% | . | 17%
COc1ccc(NC(=O)C(NC(=O)Cc2cccs2)c2ccccc2)cc1 (stereo not given)
    -1% | 8% | 6%
CC(=O)Nc1ccc(OC(=O)c2cc3cc(Br)ccc3oc2=O)cc1
    -10% | 0% | 3%
COc1ccc(C)cc1S(=O)(=O)Nc1cccc(-c2ccc(N3CCCCCC3)nn2)c1
    ? | -7% | -20%
CCOc1ccc(Oc2ccc(C(F)(F)F)cc2N)cc1
    -9% | -27% | ?
O=C(COC(=O)c1ccc(S(=O)(=O)N2CCCC2)cc1)Nc1cccnc1Cl
    -6% | 7% | 12%
COc1cc2[nH]c(=S)nc(NCc3cccs3)c2cc1OC
    -6% | -2% | 8%
CC1CCC/C(=N\NC(=O)Nc2ccccc2)C1 (stereo not given)
    -8% | ? | 11%
COc1ccccc1OCCCC(=O)Nc1ccc2c(c1)OCCO2
    -7% | -1% | -2%
CC(=O)/C=C(\C)Nc1c(C)n(C)n(-c2ccccc2)c1=O
    -1% | -6% | -1%
COCc1nnc(NC(=O)CCC2CCCCC2)s1
    -6% | 2% | 3%
CCc1nnc(NC(=O)COC(=O)c2cc(OC)cc(OC)c2)s1
    -2% | . | -5%
Cc1ccc(C)c(-c2nnc(NC(=O)COc3ccccc3)o2)c1
    -1% | -5% | -15%

Rewritten in markdown: part of the list above.
| SMILES | KAT2A inh | N370S GC | FEN1 inh |
| --- | --- | --- | --- |
| COc1ccc(NC(=O)C(NC(=O)Cc2cccs2)c2ccccc2)cc1 (stereo not given) | -1% | 8% | 6% |
| CC(=O)Nc1ccc(OC(=O)c2cc3cc(Br)ccc3oc2=O)cc1 | -10% | 0% | 3% |
| COc1ccc(C)cc1S(=O)(=O)Nc1cccc(-c2ccc(N3CCCCCC3)nn2)c1 | ? | -7% | -20% |
| CCOc1ccc(Oc2ccc(C(F)(F)F)cc2N)cc1 | -9% | -27% | ? |
| O=C(COC(=O)c1ccc(S(=O)(=O)N2CCCC2)cc1)Nc1cccnc1Cl | -6% | 7% | 12% |
| COc1cc2[nH]c(=S)nc(NCc3cccs3)c2cc1OC | -6% | -2% | 8% |
| CC1CCC/C(=N\NC(=O)Nc2ccccc2)C1 (stereo not given) | -8% | ? | 11% |
| COc1ccccc1OCCCC(=O)Nc1ccc2c(c1)OCCO2 | -7% | -1% | -2% |
| CC(=O)/C=C(\C)Nc1c(C)n(C)n(-c2ccccc2)c1=O | -1% | -6% | -1% |
| COCc1nnc(NC(=O)CCC2CCCCC2)s1 | -6% | 2% | 3% |
| CCc1nnc(NC(=O)COC(=O)c2cc(OC)cc(OC)c2)s1 | -2% | . | -5% |
| Cc1ccc(C)c(-c2nnc(NC(=O)COc3ccccc3)o2)c1 | -1% | -5% | -15% |

Other structures follow:
Value order: KAT2A inh | N370S GC | FEN1 inh
CCOc1ccc(CNC(=O)C2CCCCN2S(=O)(=O)c2ccc(F)cc2)cc1OC (stereo not given)
    18% | . | -2%
Cc1ccc(C)c(-n2c(-c3csc(C)c3C)n[nH]c2=S)c1
    -2% | 8% | 7%
COc1ccc(C(C(=O)NC2CCCCC2)N(CC2CCCO2)C(=O)CNC(=O)c2ccco2)cc1 (stereo not given)
    -7% | 1% | 1%
O=C(Nc1ccc(OC(F)(F)F)cc1)c1nc2ccccc2nc1N1CCCCC1
    -14% | . | -8%
Cc1cc(OCc2cccc(Cl)c2)c(C)cc1CN1CCOCC1
    -16% | -8% | -5%
Cc1ccc(S(=O)(=O)N2CCCCC2CCNC(=O)C(=O)NCCc2ccco2)cc1 (stereo not given)
    0% | -23% | 3%
CN(C)c1nc(-c2ccoc2)nc2ccccc12
    -17% | -18% | .
COc1ccc(C(=O)NC(=S)N2CCCCC2)cc1
    1% | -5% | 3%
CCOC(=O)NC1(NCC(C)C)Oc2ccccc2O1
    -3% | . | -11%
O=C(c1nc[nH]c1C(=O)N1CCc2ccccc2C1)N1CCc2ccccc2C1
    1% | . | -3%
Cc1ccc(S(=O)(=O)N2CCC(C(=O)NCCC3=CCCCC3)CC2)c(C)c1
    -3% | -8% | -1%
O=C(c1ccccc1)N1CCN(C(=O)c2cc3ccccc3o2)CC1
    0% | 2% | 4%
Cc1ccc(NC(=O)C(=O)NC2CCCCC2)cc1
    -3%[0.501 µM] | -4% | 0%
COC(=O)c1sc(=S)n(Cc2ccccc2)c1C
    2% | 3% | -7%

High-throughput results from PubChem.
